# Compound activity (PubChem)
# Calb biofilm kill: clotrimazole potentiators killing Candida biofilms, primary screen, with clotrimazole, Alamar Blue; C. albicans biofilm + clotrimazole; inhibition, % at 6 µM; 0.14% of 85,000 active;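 active means inhibition above 20%; inactive means inhibition below 20%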;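 further: preformed 24 hr biofilms exposed to compound for 48 hr; 0% = biofilm without compound and 100% = blank killed by clotrimazole plus chlorhexidine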
# CYP2C9 activ: human CYP2C9 activators, primary screen, biochemical, luminescence. AID 1024, 2008. recombinant CYP2C9, luciferin-H conversion; stronger effect = higher value; factor 1 = untreated enzyme, 0 = blocked. 1.4% of 96,000 active. activation factor at 5 µM. Cytochrome P450 2C9 (Homo sapiens), P11712;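 active means activation factor of 2 or more for CYP2C9 at a 5 µM dose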;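 further: 0 = sulfaphenazole-blocked wells and 1 = vehicle-only wells; values of inactives mirror those of a sister screen read the other way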
# Target sequence (P11712 whole entry, looked up): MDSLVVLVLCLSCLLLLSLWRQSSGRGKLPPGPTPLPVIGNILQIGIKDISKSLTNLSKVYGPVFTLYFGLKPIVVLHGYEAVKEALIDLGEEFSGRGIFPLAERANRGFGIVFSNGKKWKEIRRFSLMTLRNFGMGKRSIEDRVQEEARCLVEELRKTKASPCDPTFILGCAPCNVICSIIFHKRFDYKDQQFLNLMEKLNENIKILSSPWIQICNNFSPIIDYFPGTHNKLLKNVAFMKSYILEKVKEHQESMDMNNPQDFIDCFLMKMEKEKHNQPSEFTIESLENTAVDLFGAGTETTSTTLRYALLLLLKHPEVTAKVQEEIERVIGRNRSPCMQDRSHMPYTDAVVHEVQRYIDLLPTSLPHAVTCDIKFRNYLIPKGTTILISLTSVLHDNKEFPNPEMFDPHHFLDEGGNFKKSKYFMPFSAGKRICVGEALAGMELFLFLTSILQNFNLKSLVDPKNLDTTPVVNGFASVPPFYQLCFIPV
# CYP2C9 inhib: blockers of cytochrome P450 2C9 activity – biochemical, luminescence, ADME assay, primary screen | P11712 | AID 777, 2007 | CYP2C9 Supersomes, luciferin-H conversion | inhibition, % at 5 µM | 20% of 96,000 active;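 active means blocking of liver enzyme CYP2C9 beyond about 50% at 5 µM, limit read from the data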; further: values of inactives mirror those of a sister screen read the other way
# The depositor's hits bear a star.
SMILES,Calb biofilm kill,CYP2C9 activ,CYP2C9 inhib
Cc1ccccc1OCCCC(=O)Nc1ccc(N2CCOCC2)cc1,7,0.7,26
COc1cccc(C2NC(=O)NC(O)(C(F)(F)F)C2C(=O)c2cccnc2)c1OC (configuration not stated),8,0.5,49
CCN(CC)S(=O)(=O)c1ccc(F)c(C(=O)NCCCN2CCOCC2)c1,-1,1.2,-19
O=C(CCSc1nnc(-c2ccco2)o1)Nc1ccc(Cl)cc1,5,1,-4
CC(C)COC(=O)N1CC(O)CC1C(=O)O (configuration not stated),7,1,2
CCc1ccc2[nH]c(=O)c(CN(CCN3CCOCC3)C(=O)Nc3ccccc3F)cc2c1,8,0.5,52*
O=c1[nH]c(CN2CCN(Cc3ccc4c(c3)OCO4)CC2)nc2sc3c(c12)CCC3,-3,1.2,-22
Cc1ccc2[nH]c(=O)c(CN(CCO)C(=O)NCc3ccccc3)cc2c1,9,0.7,34
Nc1nonc1-c1noc(CCCOc2ccc(Cl)cc2Cl)n1,10,1.1,-12
CCCOc1cccc(C2/C(=C(/O)c3ccncc3)C(=O)C(=O)N2CCCN(C)C)c1 (configuration not stated),-1,1.1,-6
CCCOC(=O)Cn1c(=O)c2cc3c(=O)n(CC(=O)OCCC)c(=O)c3cc2c1=O,4,1,2
CCOc1ccc(-n2c(SCC(=O)NCc3ccco3)nc3c(c2=O)SCC3)cc1,5,0.4,62*
COC(=O)c1sccc1NC(=O)CN1CCN(c2ccc(F)cc2)CC1,8,0.5,54*
CC(C)c1nc2sc3c(SCC(=O)NCc4ccco4)ncnc3c2c2c1CCC2,2,0.3,70*
CCN(CC)CCN1C(=O)C(=O)/C(=C(/O)c2c(C)[nH]c(C(=O)OC)c2C)C1c1ccc(OC)cc1 (configuration not stated),9,1.3,-31
Cc1oc(-c2ccccc2F)nc1CS(=O)(=O)CC(=O)N1CCc2ccccc21,14,0.8,21
N#CC(c1nc2ccccc2nc1N1CCCCC1)S(=O)(=O)c1ccc(Cl)cc1 (configuration not stated),2,0.8,20
COc1ccc(N(CC(=O)Nc2ccc3c(c2)OCCO3)S(C)(=O)=O)c(OC)c1,6,0.2,84*
CN(C)c1ccc(-c2nnn(CC(=O)Nc3ccccc3N3CCOCC3)n2)cc1,-6,0.1,90*
COc1cccc(C2c3c(oc4ccc(F)cc4c3=O)C(=O)N2CCCN2CCOCC2)c1 (configuration not stated),4,1,-4
COc1ccc2cc(CCNC(=O)c3ccc4c(c3)OCO4)c(=O)[nH]c2c1,2,0.2,82*
Cc1cccc(OCCCc2c(C)n[nH]c2C)c1,3,0.4,57*
Cc1c(NC(=O)CCCCCN2C(=O)C3C4C=CC(C4)C3C2=O)c(=O)n(-c2ccccc2)n1C (configuration not stated),-1,0.9,10
Clc1cccc(-c2ccc(/C=N/n3cnnc3)o2)c1,1,0.8,25

# The final seven entries of the section before come first, to join the parts.
SMILES,Calb biofilm kill,CYP2C9 activ,CYP2C9 inhib
COc1ccc(N(CC(=O)Nc2ccc3c(c2)OCCO3)S(C)(=O)=O)c(OC)c1,6,0.2,84*
CN(C)c1ccc(-c2nnn(CC(=O)Nc3ccccc3N3CCOCC3)n2)cc1,-6,0.1,90*
COc1cccc(C2c3c(oc4ccc(F)cc4c3=O)C(=O)N2CCCN2CCOCC2)c1 (configuration not stated),4,1,-4
COc1ccc2cc(CCNC(=O)c3ccc4c(c3)OCO4)c(=O)[nH]c2c1,2,0.2,82*
Cc1cccc(OCCCc2c(C)n[nH]c2C)c1,3,0.4,57*
Cc1c(NC(=O)CCCCCN2C(=O)C3C4C=CC(C4)C3C2=O)c(=O)n(-c2ccccc2)n1C (configuration not stated),-1,0.9,10
Clc1cccc(-c2ccc(/C=N/n3cnnc3)o2)c1,1,0.8,25
COc1ccc(C(=O)COC(=O)c2ccc(OC)c(OC)c2)cc1OC,2,1.1,-13
Cc1ccc(-c2nc(C#N)c(NCc3ccco3)o2)cc1,-1,0.4,58*
O=C1CC(c2ccc(F)cc2)Cc2nc(N3CCc4ccccc43)ncc21 (configuration not stated),6,1.1,-6
Cc1cc(Cl)ccc1OCCCC(=O)NC1CCN(C)CC1,3,1.1,-13
O=C1c2ccccc2C(=O)N1CSc1ncccn1,-4,1.7,-65
COc1ccc2[nH]c(=O)c(CN(CCN3CCCC3)C(=O)Nc3ccccc3Cl)cc2c1,4,0.9,14
O=C(NCCCn1ccnc1)c1cc(C2CC2)on1,10,0.4,59*
CN(C)CCN1C(=O)C(=O)/C(=C(/O)c2ccc(S(=O)(=O)N3CCOCC3)cc2)C1c1ccccc1 (configuration not stated),5,1.2,-18
CCOC(=O)CSc1nc2cc(C(=O)NCc3ccco3)ccc2c(=O)n1-c1ccc(F)cc1,4,1.1,-8
Cc1ccc(CCNC(=O)C2CCC(=O)N2Cc2cccnc2)cc1 (configuration not stated),8,0.6,40
CC(=O)Oc1ccccc1-c1nc(C)nc(N(C)C(C)=O)n1,9,1.2,-17
Cc1csc2ncc(C(=O)Nc3ccc4c(c3)OCCO4)c(=O)n12,3,1.2,-16
Cc1cc(NC(=O)c2cc3nc4c(c(C(F)(F)F)n3n2)CCc2ccccc2-4)no1,1,0.9,12
COc1ccc(NS(=O)(=O)c2ccc(NS(=O)(=O)c3ccc(C)cc3)cc2)nn1,1,0.3,66*
CCOC(=O)/C(C#N)=C1/C=Cc2ccccc2N1CC,6,0.7,30
O=C(NCc1ccccc1)c1cc(S(=O)(=O)N2CCOCC2)ccc1F,1,0.9,9
O=C(Nc1ccc(F)cc1F)c1noc2c1CCC2,-2,1.1,-15
CCC(=O)N1CC2(C)CN(C(=O)CC)CC(C)(C1)C2,0,0.7,31
CC1=C(C(=O)Nc2ccccc2C)C(c2ccc(C)o2)C2=C(CCCC2=O)N1 (configuration not stated),5,0.4,57*
c1ccc(-c2cn3c4c(sc3n2)CCCC4)cc1,8,0.8,19
CCOC(=O)CSc1nc2nc(C)cc(C)n2n1,1,0.9,10
COC(F)(C(=O)Nc1ccc2c(c1)C(=O)NC2=O)C(F)(F)F (configuration not stated),6,0.9,12
Cc1ccnc(NC(=O)CCC(=O)N(CC(=O)NC2CCCCC2)c2ccc3c(c2)OCO3)c1,8,0.2,75*
O=C1CC(c2ccccc2)CC(O)=C1C=NCCN1CCOCC1 (configuration not stated),0,1.1,-8
Cc1ccc(NC(=O)Cn2cc3c(n2)CCC(C)C3)cc1 (configuration not stated),7,0.8,20
CCOC(=O)N1CCN(Cc2nc3c(c(=O)n(C)c(=O)n3C)n2Cc2cc(C)ccc2C)CC1,10,0.9,12
O=C(COC(=O)C1CC(=O)N(C2CCCCC2)C1)c1ccc(F)cc1 (configuration not stated),11,1,4
Nc1nnc(C2CCCC2)s1,0,0.9,8
Cc1cc(Nc2ccc(Cl)cc2)n2nnnc2n1,7,0.6,39
CCC1Oc2ccc(C)cc2N(CC(=O)NCc2cc(OC)ccc2OC)C1=O (configuration not stated),5,0.8,16
CCOC(=O)N1CCN(c2c(NCCN(C)Cc3ccccc3)c(=O)c2=O)CC1,7,0.8,24
O=C(Cn1cc2c(n1)CCCCC2)NCCCN1CCOCC1,0,1,2
CCOc1ccc(C(=O)Nn2cnnc2)cc1,2,0.2,76*
COc1ccc(C2N3CC4(C)CN2CC(C)(C3)C4)cc1OC (configuration not stated),6,1,0
CCN(CC)S(=O)(=O)c1cccc(C(=O)NC(C(=O)Nc2nnc(C3CC3)s2)C(C)C)c1 (configuration not stated),1,0.5,48
CCCc1cc2c(=O)c(-c3ccccn3)c(C)oc2cc1O,11,0.8,16
Cc1nc(N)sc1-c1csc(N(C)c2ccc(O)cc2)n1,7,0.5,47
O=C(O)CCNc1cc2ccccc2cc1C(=O)O,5,0.9,8
Cn1c(N)c(C(=O)COC(=O)c2cccs2)c(=O)n(C)c1=O,-3,0.9,6
CCN1CCN(CC(O)COc2ccc(C)c(C)c2)CC1 (configuration not stated),2,1.1,-6
COC(=O)c1ccccc1NC(=O)N1CCN(C(=O)c2ccco2)CC1,8,1,1
COc1cc2c(C(=O)N3CCCc4ccccc43)cn(C)c(=O)c2cc1OC,4,0.9,11
CCCCCCC(=O)Nc1c(O)c2ccccc2[nH]c1=O,5,1.1,-13
COc1ccc(C(=O)Nc2ccc(N3CCN(c4ccc(OC)cc4)CC3)c(C#N)c2)cc1,5,1,-5
CCOc1ccc(C2CC(c3cccc(OC)c3OC)n3nnnc3N2)cc1Cl (configuration not stated),4,0.1,89*
O=C(C1CCCO1)N(c1cccc(Cl)c1)C1C=CS(=O)(=O)C1 (configuration not stated),4,1,-4
Cc1cc(N2CCN(c3cccc(C(F)(F)F)c3)CC2)n2nc(C)nc2n1,9,1.1,-11
COc1ccccc1C(=O)Nc1cccc(NC(C)=O)c1,7,1,-1
COc1ccc2[nH]c(=O)c(CN(C(=O)NC3CCCCC3)C3CCCCC3)cc2c1,7,0.8,23
CCCCCn1c(=O)[nH]c2cc(C(=O)O)ccc2c1=O,7,1.1,-6
CCOC(=O)c1ccc(-c2nnc(-c3ccc(Cl)cc3Cl)o2)cc1,8,0.8,21
O=C(CCn1c(=O)oc2ccccc21)N1CCN(c2ccc(F)cc2)CC1,6,1.4,-35
CC(=O)CCc1c(C)c2cccc(C)c2[nH]c1=O,7,1,-3
Cc1cc(C(=O)NCCN2CCN(c3cccc(Cl)c3)CC2)n(-c2ccccc2)n1,-2,0.9,12
Cc1nc2ccc(NC(=O)Cn3cnc4c3c(=O)n(C)c(=O)n4C)cc2s1,2,0.9,13
O=C(CN1C(=O)NC2(CCc3ccccc32)C1=O)c1ccc2c(c1)OCCO2 (configuration not stated),-2,0,96*
CC(C)Oc1cc(O)c2c(=O)c(-c3ccc(O)cc3)coc2c1,5,0,96*
O=c1c2ccccc2nc2n1CCS2,4,0.9,5
CC(C)NC(=O)c1c(O)c2ccccc2[nH]c1=O,2,1.1,-7
CCC(=O)Nc1cc2nn(-c3ccc(OC)cc3)nc2cc1C,3,0.9,9
# Next section.
SMILES,Calb biofilm kill,CYP2C9 activ,CYP2C9 inhib
CN(C)c1ccc2c(c1)OC(N)=C(C#N)C2c1cccc(F)c1 (configuration not stated),3,0.2,80*
Cc1cc(=O)n2nc(N3CCC(C(=O)NC4CCCc5ccccc54)CC3)sc2n1 (configuration not stated),9,0.8,21
CCOc1ccc(OCc2ccc(C(=O)OCc3ccccn3)o2)cc1,3,0.4,55*
Cc1ccccc1OCc1nnc2c3cnn(C)c3ncn12,9,1,1
COc1ccc(N(C)S(=O)(=O)c2cccc(C(=O)NC3=NCCS3)c2)cc1,3,0.4,64*
Cc1ccc(C(=O)Nc2ccc3c(c2)CCC3)o1,1,1.1,-13
Cc1ccc(C2C3CSCC=C3C(C#N)=C(N)C2(C#N)C#N)cc1 (configuration not stated),12,0.2,81*
CSCCC(NC(=O)c1cc(C(C)(C)C)oc1C)C(=O)O (configuration not stated),9,0.8,24
CN(C)C(=O)c1c(-c2ccccc2)oc2ccc(O)cc12,7,0.6,36
Cc1c(C(=O)NCC(C)C)sc2nc(-c3ccc(F)cc3)cn12,10,0.9,14
Cc1oc(C)c2c(=O)ccc3c(c12)OC(N)=C(C#N)C3c1ccc(F)cc1 (configuration not stated),-4,0.7,35
Fc1ccccc1Cn1nnc2c(-n3ccnc3)ncnc21,7,0.1,91*

# Full records as entered above:
# Listed for `CCC(=O)Nc1cc2nn(-c3ccc(OC)cc3)nc2cc1C` = Calb biofilm kill: 3; CYP2C9 activ: 0.9; CYP2C9 inhib: 9
# Listed for `CCCc1cc2c(=O)c(-c3ccccn3)c(C)oc2cc1O` = Calb biofilm kill: 11; CYP2C9 activ: 0.8; CYP2C9 inhib: 16
# Listed for `Cc1oc(C)c2c(=O)ccc3c(c12)OC(N)=C(C#N)C3c1ccc(F)cc1` (configuration not stated) = Calb biofilm kill: -4; CYP2C9 activ: 0.7; CYP2C9 inhib: 35

# (more compounds)
SMILES,Calb biofilm kill,CYP2C9 activ,CYP2C9 inhib
COC(=O)CNC(=O)c1nn(-c2cccc(OC)c2)c(=O)c2ccccc12,5,0.8,16
COc1cccc(-c2nn3c(-c4cccc(C)c4)nnc3s2)c1,-5,0.2,76*
O=C(NC1CCCCCCC1)C1=COCCO1,2,1.1,-8
COc1cccc(C(CC(=O)NCc2ccco2)NS(=O)(=O)c2ccc(C)cc2)c1OC (configuration not stated),8,0.7,35
O=c1[nH]cnc2nn(-c3ccccc3)nc12,7,0.9,10
Cc1ccc(N(C(=O)CNC(=O)c2ccco2)C(C(=O)NCC2CCCO2)c2ccccc2)cc1 (configuration not stated),7,0.8,16
Cc1nnc2ccc(N3CCN(c4cccc(C(F)(F)F)c4)CC3)nn12,12,0.8,16
O=C1c2ccccc2C(=O)C1c1ccc2ccccc2n1,-5,0.3,74*
CC(=NC(C)C)C1=C(O)CCC1=O,7,0.9,13
CCN(CC)CCCNC(=O)c1c(O)c2c([nH]c1=O)CCCC2,-1,0.9,6
COc1ccc(S(=O)(=O)NCc2ccncc2)cc1OC,11,0.7,25
O=C(CSc1nnnn1C1CC2CCC1C2)Nc1ccnc2ccccc12 (configuration not stated),3,0.7,29
COc1ccc(Nc2nc(N)nc(CN3CCC(Cc4ccccc4)CC3)n2)cc1,9,0.8,22
COC(=O)c1ccc(CSc2nnc3sc4ccccc4n23)o1,-2,1.3,-32
COc1cc(OC)c(-c2nn3c(-c4ccncc4)nnc3s2)cc1OC,3,0.8,16
O=C(CSc1nnc(C2COc3ccccc3O2)o1)NC1CCCCC1 (configuration not stated),10,0.4,58*
Cc1cc2oc(=O)cc(CN3CCCc4ccccc43)c2cc1C,-1,0,96*
COc1ccc(C(=O)CSc2nnc(C3CCCCC3)n2N)c(OC)c1,2,1.2,-20

# These rows are one share of the data. The share of hits here may be higher or lower than overall.
